SNCA expr inhib = inhibitors of alpha-synuclein (SNCA) gene expression | AID 1671194 | Potency, µM (series often up to 57.2 µM), for inactives: at the highest dose activity change, negative = inhibition, most hits filed as inhibitors | HEK-293 SNCA-luciferase knock-in, luminescence, 24 h | hit rate 0.17% among 140,000;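 further: potency means the concentration at half of the fitted maximal effect; plate controls were DMSO cells for no effect and cell-free wells for full effect; nearly all actives have a fitted effect of over 45% in size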
3T3 cytotox = cytotoxic compounds in NIH 3T3 cells | hit rate 4.3% among 94,000 | Potency, µM (top dose mostly 96.7 µM), inactives show at the highest dose activity change, negative = cytotoxicity, most hits filed as inhibitors | NIH 3T3 viability, CellTiter-Glo ATP luminescence, 48-72 h; further: potency means the concentration at half of the fitted maximal effect; nearly all actives have a fitted effect of over 55% in size
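Mouse fibroblast NIH 3T3 cells, 400 per well, received compound via pintool and were incubated for 48 or 72 hr prior to CellTiter-Glo ATP luminescence measurement.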
HEK293 viab = counter-screen for SNCA expression inhibitors: cell viability. Potency, µM (top dose mostly 57.1 µM), without a hit: at the top dose activity change, negative = cytotoxicity, most hits filed as cytotoxic. hit rate 0.12% among 150,000. HEK-293-SNCA-luc viability, GF-AFC fluorescence, 24 h;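 further: potency means the concentration at half of the fitted maximal effect; 0% = DMSO-treated cells and -100% = medium-only wells without cells; nearly all actives have a fitted effect of over 30% in size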
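HEK-293-SNCA-luc cells (1500/well) plated 24 h, then exposed 24 h to a dilution series; GF-AFC added 30 min at 37C, fluorescence 405/540 nm; normalised to medium-only and DMSO wells, Hill fit.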
Luciferase inh = Photinus pyralis luciferase inhibition. P08659. purified P. pyralis luciferase, luminescence, biochemical. Potency, µM (doses to about 115 µM), inactives show at the top dose activity change, negative = inhibition, usual class: inhibitors. hit rate 2.5% among 76,000; further: potency means the concentration at half of the fitted maximal effect; nearly all actives have a fitted effect of over 65% in size
Target sequence (P08659 whole entry, looked up): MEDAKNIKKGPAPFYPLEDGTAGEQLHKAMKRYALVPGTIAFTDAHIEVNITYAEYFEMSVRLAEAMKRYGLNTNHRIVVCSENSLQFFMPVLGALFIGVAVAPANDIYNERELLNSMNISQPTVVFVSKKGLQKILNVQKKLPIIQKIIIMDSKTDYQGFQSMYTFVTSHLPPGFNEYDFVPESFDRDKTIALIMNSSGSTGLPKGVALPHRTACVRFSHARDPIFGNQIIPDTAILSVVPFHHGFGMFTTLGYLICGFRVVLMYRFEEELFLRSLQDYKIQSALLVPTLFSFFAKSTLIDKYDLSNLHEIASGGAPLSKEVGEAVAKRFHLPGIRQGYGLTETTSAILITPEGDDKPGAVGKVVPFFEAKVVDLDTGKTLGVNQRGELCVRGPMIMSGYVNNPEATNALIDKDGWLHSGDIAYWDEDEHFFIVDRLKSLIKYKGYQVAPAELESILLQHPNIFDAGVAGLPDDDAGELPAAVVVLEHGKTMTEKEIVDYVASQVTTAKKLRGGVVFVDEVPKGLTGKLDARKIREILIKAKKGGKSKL
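Luminescence read by CCD imager after adding enzyme (10nM final) to wells holding compound, titrated in qHTS. Substrates 10uM each D-luciferin and ATP; buffer 50mM Tris acetate pH 7.5, 10mM Mg acetate, Tween-20, BSA.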
HEK cytotox = cytotoxic compounds in HEK 293 cells | HEK 293 viability, ATP luminescence (CellTiter-Glo), 48-72 h | Potency, µM (top dose mostly 115 µM), for inactives: at the top dose activity change, negative = cytotoxicity, usual class: inhibitors | hit rate 6.6% among 94,000 | AID 1345083; further: potency means the concentration at half of the fitted maximal effect; nearly all actives have a fitted effect of over 60% in size
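ATP-coupled CellTiter-Glo luminescence served as viability read-out, recorded 10 min after reagent addition at room temperature. HEK 293 cells, 250 cells/well, had been incubated with pintool-transferred compound for 48 or 72 hr at 37 degree Celsius.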
IP6K1 inhibitor = blocks human inositol hexakisphosphate kinase 1; Q92551; IP6K1 kinase, ADP-Glo luminescence, 2 h; hits give low values; activity change, % (series mostly up to about 58 µM); hit rate 0.81% among 140,000; in the data active means activity change below about -25%
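ADP-Glo luminescence measures ADP made by human IP6K1 during a 2 h RT reaction with ATP/IP6 (mix at 1.3 mM/130 uM); top library doses 57.5 and 19.1 uM final.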
GPT2 inhibitor = GPT2 alanine aminotransferase inhibition; Q8TD30; Recombinant GPT2, coupled pyruvate oxidase/HRP Amplex Red fluorescence; Potency, µM (highest dose often 57.7 µM), without a hit: top-dose activity change, negative = inhibition, hits mostly inhibitors; hit rate 0.25% among 100,000; AID 1671188; further: potency means the concentration at half of the fitted maximal effect; nearly all actives have a fitted effect of over 60% in size; many of its hits are not listed in these tables
Target sequence (Q8TD30 whole entry, looked up): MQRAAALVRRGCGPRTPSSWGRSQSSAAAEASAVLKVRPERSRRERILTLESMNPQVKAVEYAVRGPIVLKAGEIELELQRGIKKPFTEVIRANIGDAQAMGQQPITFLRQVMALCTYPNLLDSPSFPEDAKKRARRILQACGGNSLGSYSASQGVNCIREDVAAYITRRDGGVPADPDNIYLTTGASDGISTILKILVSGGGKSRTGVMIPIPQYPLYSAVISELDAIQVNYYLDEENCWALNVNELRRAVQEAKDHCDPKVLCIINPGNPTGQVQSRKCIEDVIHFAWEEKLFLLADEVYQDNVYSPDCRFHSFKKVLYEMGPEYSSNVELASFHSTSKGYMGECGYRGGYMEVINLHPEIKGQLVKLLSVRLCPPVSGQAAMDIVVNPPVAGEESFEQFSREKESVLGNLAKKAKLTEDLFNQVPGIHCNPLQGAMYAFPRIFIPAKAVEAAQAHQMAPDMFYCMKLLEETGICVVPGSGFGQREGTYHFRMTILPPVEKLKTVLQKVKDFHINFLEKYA
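Recombinant GPT2 (10ng/uL) with 250uM a-KG and 2mM L-alanine, 30 min at room temperature, in HEPES pH 7.5 buffer. Pyruvate detected by pyruvate oxidase/HRP/Amplex Red fluorescence after 30 min in the dark; AOA (50uM) as positive control.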
Starred values were filed as active, the others as inactive; i = inactive; ? = inconclusive; . = not tested or not shown; [ ] = remark or other dose. Unless noted, the call rests on the fitted dose curve; in most records, active means well fitted curve in the direction sought with a large enough effect; inconclusive means small, poorly fitted or top-dose-only effect, or another doubt; inactive means no such curve, though single readings can be large; an effect the other way counts as inactive or inconclusive. Unless noted, on the % scale 0 is the no-effect control and ±100 the full control effect.

Value order – SNCA expr inhib | 3T3 cytotox | HEK293 viab | Luciferase inh | HEK cytotox | IP6K1 inhibitor | GPT2 inhibitor
> CCCCCNC(=O)C1CCCN(c2nccc(Nc3ccccc3OC)n2)C1 (configuration not stated)
→ ? | ? | -2%[12.5 µM] | . | 40µM* | 28 | -1%
> Cc1cccc(-c2nnc(SCCC(=O)O)o2)c1
→ ? | . | 14% | . | . | -37* | .
> COc1ccc(C)cc1NC(=O)N1CCC(OC2CCN(S(C)(=O)=O)CC2)CC1
→ -8% | -15% | 4% | -2% | -9% | -5 | i
> Cc1ccc(OCc2nc(C3CN(C(=O)c4n[nH]c5ccccc45)C3)no2)cc1
→ 9% | 20µM* | -29% | 8.9µM* | ? | 1 | i
> CC(=O)O[C@@H]1[C@H]2[C@@H](OC(=O)c3ccccc3)[C@@H](C)C[C@]2(O)[C@H](OC(C)=O)[C@@]2(C)[C@@H]3CC(C)(C)C(=O)[C@]3(OC(C)=O)C[C@@]12C
→ . | . | -9%[23.9 µM] | . | . | 4 | 1%[17.1 µM]
> CC(=O)NC[C@H]1Cn2c(-c3ccc4c(c3)OCCO4)cnc2CO1
→ 23%[87.6 µM] | i | 1%[87.6 µM] | -2%[172 µM] | i | 11 | -4%[88.5 µM]
> CN1CCN(C[C@@H]2CN(C(=O)CCc3c[nH]c4ccccc34)C[C@@H]2CO)CC1
→ 2% | -5% | -3% | 7% | -16% | 10 | -6%
> COc1ccc(NC(=O)c2cc(C(C)=O)n3ccccc23)cc1Cl
→ 170%[activator] | . | -19% | . | . | -5 | .
> Cc1ccc(S(=O)(=O)N2CC(c3nc(-c4ccncc4)no3)C2)cc1
→ 0% | -18% | 7% | -7% | ? | 4 | -9%
> O=C(NC1CCC(O)CC1)c1ccc(-c2ncc3cnc(-c4ccccc4)cn23)cc1 (configuration not stated)
→ ? | ? | -17%[87.6 µM] | -22%[172 µM] | ? | 0 | ?
> CCN1CCN(c2nc3c(s2)CN(C(=O)c2ccccn2)CC3)CC1
→ ? | -18% | -6% | -1% | ? | -1 | -2%
> CCOC(=O)c1ccc(CN(Cc2ccc(F)cc2)S(=O)(=O)c2ccc(F)c(C(=O)Nc3ccccc3C(F)(F)F)c2)cc1
→ 14% | . | 15% | . | . | 22 | .
> Cc1ccc(S(=O)(=O)N2CCN(C3CCN(Cc4cccnc4)C3=O)CC2)cc1 (configuration not stated)
→ -17% | -8% | 8% | 6% | ? | 17 | i
> Cc1cnc(C(=O)NC2C[C@H]3CC[C@@H](C2)N3C(=O)c2cc(C)n(C)n2)cn1 (some centres not stated)
→ 5% | i | 4% | -4% | i | 20 | i
> Cc1cc(O)c(C(c2ccccc2)N2CCN(C)CC2)c(=O)n1Cc1ccco1 (configuration not stated)
→ -8% | . | 5% | . | . | 30 | .

Four compounds picked at random from those above, as already listed:
Value order – SNCA expr inhib | 3T3 cytotox | HEK293 viab | Luciferase inh | HEK cytotox | IP6K1 inhibitor | GPT2 inhibitor
> CCOC(=O)c1ccc(CN(Cc2ccc(F)cc2)S(=O)(=O)c2ccc(F)c(C(=O)Nc3ccccc3C(F)(F)F)c2)cc1
→ 14% | . | 15% | . | . | 22 | .
> COc1ccc(NC(=O)c2cc(C(C)=O)n3ccccc23)cc1Cl
→ 170%[activator] | . | -19% | . | . | -5 | .
> CC(=O)O[C@@H]1[C@H]2[C@@H](OC(=O)c3ccccc3)[C@@H](C)C[C@]2(O)[C@H](OC(C)=O)[C@@]2(C)[C@@H]3CC(C)(C)C(=O)[C@]3(OC(C)=O)C[C@@]12C
→ . | . | -9%[23.9 µM] | . | . | 4 | 1%[17.1 µM]
> Cc1ccc(OCc2nc(C3CN(C(=O)c4n[nH]c5ccccc45)C3)no2)cc1
→ 9% | 20µM* | -29% | 8.9µM* | ? | 1 | i

Next structures
Value order – SNCA expr inhib | 3T3 cytotox | HEK293 viab | Luciferase inh | HEK cytotox | IP6K1 inhibitor | GPT2 inhibitor
> O=C(Cc1cccc(F)c1)Nc1cnc(-c2cccnc2)nc1
→ 21% | -22% | 2% | -10% | 0% | -4 | i
> O=C(C1CCC(Cn2c(=O)c3sccc3n(Cc3ccccc3)c2=O)CC1)N1CCCCC1 (configuration not stated)
→ 3% | . | -15% | . | . | 8 | .
> O[C@@H]1C[C@@H](c2nc(-c3ccc(OC(F)(F)F)cc3)no2)N(C2CCOCC2)C1
→ 148%[activator][87.6 µM] | ? | 6%[87.6 µM] | 40µM* | ? | 3 | ?
> CC(=O)NCCC(=O)N1Cc2ccccc2CC2(CCCN(Cc3cccnc3)C2)C1 (configuration not stated)
→ 46%[activator] | -8% | 0% | . | -3% | 5 | ?
> Cc1ccccc1C(=O)Nc1nnc(S(=O)(=O)N(C)Cc2ccc(Cl)cc2)s1
→ 11% | . | 25% | . | . | -16 | .
> Cc1cc(NC(=O)c2cc3n(n2)CC(c2ccc(Cl)cc2)OC3)ccc1F (configuration not stated)
→ 23% | ? | 6% | -9% | ? | 21 | 3%
> CN1CCC(NC2(Cc3cc(CCO)on3)COC2)CC1
→ -5%[87.6 µM] | i | 4%[87.6 µM] | 6%[172 µM] | 2%[172 µM] | 2 | 3%[88.5 µM]
> Cc1cc(C)c2c(c1)c(C)cc1nnc(SCC(=O)c3ccccc3)n12
→ 6% | . | -4% | . | . | -1 | .
> CCOC(=O)c1cc(S(=O)(=O)Nc2cc(C)c(Cl)cc2OC)[nH]n1
→ -6% | . | 13% | . | . | 39 | .
> COC1CCN(CC2CCCCCN2C(=O)c2cc(F)ccc2F)CC1 (configuration not stated)
→ 2% | -10% | 9% | -4% | -6% | -20 | i
> CCCNC(=O)Cn1nc(-c2ccc(C)c(C)c2)c2cnc3ccc(F)cc3c21
→ 70%[activator] | . | -5% | . | . | 15 | .
> O=C1CCN(S(=O)(=O)c2ccccc2)CCCN(C(=O)c2ccncc2)CCN1
→ 0% | -14% | 3% | -1% | 0% | 0 | i
> O=C(CCn1ccc2ccc(Cl)cc21)Nc1ccc2c(c1)C(=O)N1CCC[C@H]1C(=O)N2
→ 0% | ? | 3% | 3% | ? | -1 | i
> Cc1nc(-c2ccc(F)cc2)n(CC(=O)Nc2ccc(F)cc2)c(=O)c1CCO
→ -33% | ? | -6% | -11% | ? | -5 | ?
> COc1ccc(CC(=O)N2CCC(N3CC4CC(C3)[C@H]3CCCC(=O)N3C4)CC2)cc1 (some centres not stated)
→ ? | i | 14% | -3% | -2% | 17 | i
> COc1ccc(C(=O)N[C@@H]2CCC[C@@H]2C(=O)N2CCN(Cc3ccc(F)cc3)CC2)cc1
→ 22% | -8% | -22% | 4% | 4% | 8 | -3%
> COC(=O)CNC(=O)C1=NOC2CN(C(=O)c3ccn(C)n3)CC12 (configuration not stated)
→ 0% | i | -3% | . | 0% | 10 | -5%
> COCCNC(=O)c1cc2n(n1)CC(c1ccc(Br)cc1)OC2 (configuration not stated)
→ 5% | ? | 6% | 3% | ? | 28 | i
> O=C(Nc1nnc(S(=O)(=O)N2CCCC2)s1)c1ccccc1Br
→ 8% | . | 20% | . | . | 3 | .
> Cc1ccc(-n2c(-c3cccc(C)c3)nc3c(cnn3-c3ccccc3)c2=O)cc1
→ -10% | . | -1% | . | . | -12 | .
> CN1C[C@@H]2CCCN3CCC[C@@H]([C@H]23)[C@H]1CCCC(=O)NCc1ccccc1
→ ? | -3% | 3% | 12% | -21% | -2 | i
> O=C(c1nc2cccnc2n(C2CC2)c1=O)N1CCCC1
→ 17%[87.6 µM] | -1%[138 µM] | 5%[87.6 µM] | . | i | 1 | i
> Cc1csc2c(NCCC3CN(c4cnn(C)c(=O)c4)CCO3)ncnc12 (configuration not stated)
→ -8% | ? | 3% | ? | ? | 6 | -1%
> O=c1c(N2CCN(c3cccc(Cl)c3)CC2)csc2ccc(Cl)cc12
→ 37% | . | 23% | . | . | 13 | .
> COc1ccccc1-c1cnc(Nc2cc(F)cc(N3CCOCC3)c2)c2c1CCO2
→ -3%[87.6 µM] | ? | -14%[87.6 µM] | -7%[172 µM] | ? | -13 | 1%[88.5 µM]
> CC1CCC2(CC1)NC(=O)N(CC(=O)Nc1ccc(Br)cc1F)C2=O (configuration not stated)
→ 5% | -21% | -6% | 12% | ? | -1 | -4%
> CCCn1c(C)cnc1CC1CCN(C(=O)NC)C1 (configuration not stated)
→ -5% | i | -6% | 2% | i | -14 | -14%
> c1ccc(-c2nnc3n2CCN(Cc2cn(-c4ccccc4)nn2)CC3)cc1
→ 17% | -13% | 4% | 0% | -29% | 1 | -1%
> CC(C)c1noc(-c2cn(C3CCN(C(=O)c4ccc5c(c4)OCO5)C3)nn2)n1 (configuration not stated)
→ -14% | ? | -10% | -2% | ? | -12 | i
> CN1CC(=O)N(C2CCCNCC2)Cc2c(NCc3ccccn3)ncnc21 (configuration not stated)
→ -10% | -19% | 11% | . | -20% | 6 | 2%
> COC(=O)[C@@H](C)NC(=O)[C@H]1CN(C(=O)c2cccnc2)CCN1S(C)(=O)=O
→ -1%[87.6 µM] | 5%[174 µM] | -1%[87.6 µM] | -8%[172 µM] | 2%[172 µM] | 1 | -27%[88.5 µM]
> O=C(Cc1ccc(F)cc1)N1CC2CC(C1)[C@H]1CCCC(=O)N1C2 (some centres not stated)
→ 6% | i | -6% | -5% | 9% | 7 | ?
> Cc1ccc(C(=O)N2CCC3(CC2)CC(N(Cc2ccccc2)C2CC2)CCO3)cc1 (configuration not stated)
→ -9% | ? | 1% | -9% | ? | -4 | 3%
> CCOCCNC(=O)c1ccc2nnc(C3CCOCC3)n2c1
→ . | -39%[138 µM] | . | . | 5%[172 µM] | -14 | .
> O=C(Cc1ccc(F)cc1)N1CCN(C(=O)c2nc3cccnc3n(C3CCCC3)c2=O)CC1
→ 38%[activator] | ? | 9% | . | -22% | -9 | -29%
> CSc1cccc(N2C(=O)N(CC(=O)NCc3ccccc3Cl)c3ccccc3S2(=O)=O)c1
→ -9% | . | -4% | . | . | -7 | .
> N#Cc1ccc(CN2CCC3(CNc4ccccc4[S+](=O)([O-])N3)C2)cc1 (configuration not stated)
→ -5% | -29% | 9% | -10% | ? | 15 | i
> COC(=O)[C@H]1[C@H]2C[C@@H]3c4[nH]c5cc(OC)ccc5c4CCN3C[C@H]2C[C@@H](OC(=O)/C=C/c2cc(OC)c(OC)c(OC)c2)[C@@H]1OC
→ . | . | 3%[23.9 µM] | . | . | -1 | i
> Cc1ccccc1[C@@H]1CN(C(=O)CCC(=O)NC2CCCC2)C[C@H]1C(=O)O
→ -15% | -11% | -5% | 0% | -11% | -35* | i[11.5 µM]
> CC1=C(C(=O)Nc2ccc(C)cc2C)C(c2ccccc2[N+](=O)[O-])n2ncc(C(=O)Nc3ccccc3)c2N1 (configuration not stated)
→ 64%[activator] | . | 8% | . | . | -18 | .
> Cc1ccc(C)c(NC(=O)N2C[C@H](c3nc(-c4cccnc4)no3)[C@@H](C)C2)c1
→ 4% | -12% | 0% | -5% | ? | 1 | -3%

Compound activity from PubChem BioAssay.
